# Screens as filed in PubChem.
# ALDH1A1 inh = qHTS Assay for Inhibitors of Aldehyde Dehydrogenase 1 (ALDH1A1); Aldehyde dehydrogenase 1A1 (Homo sapiens), P00352; Purified ALDH1A1, NADH fluorescence, propionaldehyde substrate; Potency, µM (series often up to 75.3 µM), for inactives: at the top dose activity, negative = inhibition, most hits filed as inhibitors; 220,000 tested, 7.3% active; active = well fitted inhibition curve with a large enough effect, not every such curve was filed as active; inconclusive = small, poorly fitted or top-dose-only effect, or another doubt; inactive = no such curve, though single readings can be large or run the other way;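 note: plate controls were no enzyme wells and a reference inhibitor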
# Target sequence (P00352 whole entry, looked up): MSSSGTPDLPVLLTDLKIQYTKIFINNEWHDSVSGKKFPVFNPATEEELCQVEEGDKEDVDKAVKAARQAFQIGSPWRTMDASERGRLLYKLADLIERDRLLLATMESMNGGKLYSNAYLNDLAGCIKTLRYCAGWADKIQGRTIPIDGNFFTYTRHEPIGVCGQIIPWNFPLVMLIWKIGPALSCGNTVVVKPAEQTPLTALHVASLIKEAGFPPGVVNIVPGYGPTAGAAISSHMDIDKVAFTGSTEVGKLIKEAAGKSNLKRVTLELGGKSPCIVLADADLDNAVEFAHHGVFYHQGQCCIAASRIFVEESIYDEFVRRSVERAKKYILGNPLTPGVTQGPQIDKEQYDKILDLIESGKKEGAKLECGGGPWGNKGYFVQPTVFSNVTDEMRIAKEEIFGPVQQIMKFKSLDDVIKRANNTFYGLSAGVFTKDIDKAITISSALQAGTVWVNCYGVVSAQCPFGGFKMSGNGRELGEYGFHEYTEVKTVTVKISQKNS
# aGlu spleen mod = qHTS Assay for Inhibitors and Activators of Human alpha-Glucosidase From Spleen Homogenate. Potency, µM (series often up to 79.9 µM), inactives show top-dose activity change, negative = inhibition, hits mostly inhibitors. AID 2112, 2009. 240,000 tested, 0.006% active. human spleen homogenate, 4-MU-alpha-glucoside fluorescence. Lysosomal alpha-glucosidase (Homo sapiens), P10253;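 note: 0% = enzyme with vehicle and -100% = no enzyme basal signal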
#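 Human spleen homogenate (1 ug) incubated with compounds and 1 mM 4-methylumbelliferyl-alpha-D-glucopyranoside in pH 5.0 citrate/phosphate buffer, 37 C, 40 min. Stopped at pH 10; 4-MU fluorescence (Ex 365/Em 440 nm); AC50 by Hill fit.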
# RGS12 GoLoco inh = qHTS Assay for Inhibitors of RGS12 GoLoco Motif Activity (Red Fluorophore); Gai1:RGS12 GoLoco peptide FP, rhodamine, 10 min; Potency, µM (highest dose often 61.6 µM), for inactives: at the top dose activity, negative = inhibition, usual class: inhibitors; AID 880, 2007; 230,000 tested, 0.44% active; Guanine nucleotide-binding protein G(i) subunit alpha-1 (Homo sapiens), P63096; active = well fitted inhibition curve with a large enough effect, not every such curve was filed as active; inactive = no such curve, though single readings can be large or run the other way; note: % is set by controls: 0 for no effect and ±100 for the full control effect; nearly all actives have a fitted effect of over 30% in size; many of its hits are not listed in these tables
# Target sequence (P63096 whole entry, looked up): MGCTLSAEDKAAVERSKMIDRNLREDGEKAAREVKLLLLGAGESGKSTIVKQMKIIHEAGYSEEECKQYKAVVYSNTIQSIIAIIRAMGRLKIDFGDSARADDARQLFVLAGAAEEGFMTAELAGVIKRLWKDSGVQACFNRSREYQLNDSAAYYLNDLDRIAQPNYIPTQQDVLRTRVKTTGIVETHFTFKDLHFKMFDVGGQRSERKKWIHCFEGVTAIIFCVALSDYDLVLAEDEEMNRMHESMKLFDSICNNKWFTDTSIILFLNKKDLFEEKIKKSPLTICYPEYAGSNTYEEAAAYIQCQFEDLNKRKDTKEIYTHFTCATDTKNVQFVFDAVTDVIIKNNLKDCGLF
# GLA spleen mod = qHTS Assay for Inhibitors and Activators of Human alpha-Galactosidase From Spleen Homogenate; human spleen homogenate, 4MU-alpha-Gal fluorescence, 40 min; 240,000 tested, 0.008% active; Alpha-galactosidase A (Homo sapiens), P06280; AID 2107, 2009; Potency, µM (highest dose often 80 µM), without a hit: top-dose activity change, negative = inhibition, actives largely listed as inhibitors;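 note: 0% = enzyme with vehicle and -100% = no enzyme basal signal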
#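 qHTS titration in buffer at pH 5.0. Alpha-galactosidase activity in spleen homogenate was measured via 4-methylumbelliferone release from 1 mM fluorogenic substrate after 40 min at 37C and a pH 10 stop. AC50 came from Hill fits of control-normalized data.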
# GAA inh = qHTS Assay for Inhibitors of Human alpha-Glucosidase as a Potential Chaperone Treatment of Pompe Disease; purified human GAA, 4-MU-alpha-glucoside fluorescence; Lysosomal alpha-glucosidase (Homo sapiens), P10253; 200,000 tested, 0.005% active; Potency, µM (highest dose often 76.9 µM), inactives show top-dose activity change, negative = inhibition, usual class: inhibitors;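 note: plate controls were uninhibited enzyme wells for no effect and no-enzyme background for full effect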
#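 AC50 values come from Hill fits of compound titrations (up to 77 uM) against 4 nM human enzyme. Substrate 4-methylumbelliferyl-alpha-D-pyranoside at 400 uM, pH 5.0 citrate buffer, 20 min room temperature; fluorescence Ex 365/Em 440 after alkaline stop.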
# KDM4E inh = qHTS Assay for Inhibitors of Human Jumonji Domain Containing 2E (JMJD2E); JMJD2E catalytic domain, FDH-coupled NADH fluorescence (FDH is formaldehyde dehydrogenase); Potency, µM (doses to about 57.1 µM), without a hit: at the top dose activity change, negative = inhibition, usual class: inhibitors; 230,000 tested, 1.6% active; AID 2147, 2009; active = well fitted inhibition curve with a large enough effect, not every such curve was filed as active; inconclusive = small, poorly fitted or top-dose-only effect, or another doubt; inactive = no such curve, though single readings can be large or run the other way;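 note: 0% = wells with enzyme and -100% = buffer wells without enzyme; nearly all actives have a fitted effect of over 50% in size; many of its hits are not listed in these tables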
# GAA glycogen mod = qHTS Assay for Inhibitors and Activators of Human alpha-Glucosidase Cleavage of Glycogen | Lysosomal alpha-glucosidase (Homo sapiens), P10253 | recombinant GAA, glycogen substrate, Amplex Red glucose oxidase fluorescence | Potency, µM (titrated, usually from 76.4 µM), inactives show top-dose activity change, negative = inhibition, actives largely listed as inhibitors | 300,000 tested, 0.38% active | AID 2100, 2009;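 note: 0% = full enzyme reaction and -100% = no-enzyme basal signal; the screen sought inhibitors and activators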
#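 qHTS, 1536-well; enzyme 4 nM final; cpd up to 77 uM; substrate bovine liver glycogen 30 ug; 50 mM citrate/phosphate pH 5.0, 0.01% Tween-20; 37 C, 40 min; Amplex Red detection 45 min RT; Hill fit → AC50.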
# SMN2 splice up = qHTS Assay for Enhancers of SMN2 Splice Variant Expression; HEK293 SMN2-luciferase splicing reporter, luminescence, 30-36 h; Potency, µM (doses to about 46.1 µM), for inactives: at the highest dose activity change, positive = activation, hits mostly activators; 210,000 tested, 2.8% active; AID 1458, 2008; note: % of control where 0% means no effect; nearly all actives have a fitted effect of over 55% in size
#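 qHTS luciferase splicing reporter: luminescence rises when SMN2 exon 7 is included in transfected HEK293 cells. Compound exposure lasted 30-36 h at 37C, with 4.5 mM final sodium butyrate as control, followed by a ONE-Glo read.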
# * marks the source's active call; other numbers are inactive results; u = inconclusive; x = no result given; & = joins results of further samples; [ ] = dose if it differs, or a comment. Unless noted, calls come from the whole dose curve; as a rule, active = well fitted curve in the direction sought with a large enough effect; inconclusive = small, poorly fitted or top-dose-only effect, or another doubt; inactive = no such curve, though single readings can be large; an effect the other way counts as inactive or inconclusive. Potency is the fitted concentration of half-maximal effect. An excerpt; the hit share may differ from the screen's.
SMILES,ALDH1A1 inh,aGlu spleen mod,RGS12 GoLoco inh,GLA spleen mod,GAA inh,KDM4E inh,GAA glycogen mod,SMN2 splice up
Cn1cc([N+](=O)[O-])c(C(=O)Nc2ccc(C3CCCCC3)cc2)n1,u,-2%,17%,-1%,11%,5%,5%,x
CCCN1C2CCCC1CC(NC(=S)Nc1cccc(C)c1C)C2 (stereo not given),x,0%,-6%,1%,x,-1%,4%,x
O=C(CCSCc1ccccc1Cl)NCc1cccs1,9%,-12%,2%,0%,0%,0%,4%,-11%
COc1cc(NC(=O)Cn2nc(C(F)(F)F)c3c2CCCC3)cc(OC)c1OC,-1%,-17%,-7%,4%,-3%,2%,-3%[76.3 µM],-31%&-76%[inhibitor]
CC(C)(C)c1ccc(C(=O)N2CCN(c3nc4ccccc4o3)CC2)cc1,9%,-2%,7%,-1%,-5%[15.4 µM],5%,11%,-51%[inhibitor]
Cc1cnc(-c2nnc(N(C)C(=O)c3cccnc3)s2)cn1,u,7%,5%,8%,-5%,u,0%,4%
Cc1cc(/C=N/NC(=O)C(=O)NCc2ccccn2)c(C)n1-c1cccc(Br)c1,u,-2%,4%,2%,0%,-13%,3%,-41%[inhibitor]
Cc1ccccc1N=Cc1cc2c(cc1[N+](=O)[O-])OCO2,u,-2%,4%,3%,-7%,13%,-11%,-2%
COc1ccc(NC(=O)CSc2nc3c(c(=O)n2-c2ccc(F)cc2)SCC3)cc1,u,-1%,0%,3%,-7%,1%,-8%,0%
Cc1c(Cl)c([N+](=O)[O-])nn1CCCC(=O)Nc1cccc(Cl)c1,u,-5%,5%,-9%,3%,1%,15%,4%
O=C(NNC(=O)c1cccnc1SCc1cccc([N+](=O)[O-])c1)c1ccc(F)cc1,-9%,-13%,13%,-1%,3%,4%,13%,-77%[inhibitor]
C#CCOCCOCCOCCNc1nc(N2CCN(C(=O)[C@H]([C@@H](C)CC)n3cc([C@@H](N)CC(C)C)nn3)CC2)nc(N2CCN(C(=O)[C@H](CCCCN)n3cc([C@@H](N)CO)nn3)CC2)n1,-3%,1%,1%,9%,x,6%,-12%,x
O=C(NCCc1ccccc1)C(=O)NCC1OCCN1S(=O)(=O)c1ccccc1 (stereo not given),x,5%,2%,0%,x,7%,6%,x
CN(C)S(=O)(=O)c1ccc(C(=O)N(c2ccccn2)c2ccccn2)cc1,-2%,-2%,0%,-5%,-1%,-4%,15%,9%
Cc1cc2nnc(SCC(=O)N3C(C)CCCC3C)n2c(N)n1 (stereo not given),u,-11%,5%,6%,1%,1%,5%,27%
Cc1ccc(C2=NC3(CCCC3)N=C2SCC(=O)Nc2ccc3c(c2)OCCO3)cc1,-13%,2%,6%,6%,-9%,0%,-5%,-75%[inhibitor]
Fc1cccc(NC(=S)NCc2ccc(Cl)cc2)c1,-4%,-5%,6%,-13%,4%,-3%,-3%,19%
CCOc1ccc(=O)n(-c2ccccc2)n1,-1%,-2%,-4%,3%,3%,6%,4%,-2%
CCOc1ccc(NC(=S)NN2CCN(C)CC2)cc1,7%,-1%,-5%,1%,-2%,13%,-10%,-1%
O=C(COc1ccc(Cl)cc1)OCC(=O)N1CCCC1,-1%,-7%,4%,0%,1%,14%,2%,-5%
COc1cccc(C(=O)Nc2nnc(-c3ccc(F)cc3)o2)c1,x,4%,8%,5%,x,u,8%,x
O=C(NNS(=O)(=O)c1ccc(Br)cc1)c1csnn1,2%,7%,-2%,7%,-2%,18%,-18%,5%
CCCn1nc(Oc2nc(NCC)nc(NC(C)C)n2)ccc1=O,-2%,5%,8%,-3%,8%,7%,8%,26%
CC(=O)c1ccc(Cc2ccccc2)cc1,-2%,-2%,-8%,-13%,-9%,-3%,1%,3%
COc1ccc(C(=O)Oc2c(CN3CCOCC3)cc(Cl)c3cccnc23)cc1,3%,-8%,3%,-2%,1%,u,-2%,-73%[inhibitor]

# Two of the compounds above, field by field:
molecule: Cc1ccc(C2=NC3(CCCC3)N=C2SCC(=O)Nc2ccc3c(c2)OCCO3)cc1
- ALDH1A1 inh: -13%
- aGlu spleen mod: 2%
- RGS12 GoLoco inh: 6%
- GLA spleen mod: 6%
- GAA inh: -9%
- KDM4E inh: 0%
- GAA glycogen mod: -5%
- SMN2 splice up: -75%[inhibitor]

molecule: COc1cccc(C(=O)Nc2nnc(-c3ccc(F)cc3)o2)c1
- ALDH1A1 inh: x
- aGlu spleen mod: 4%
- RGS12 GoLoco inh: 8%
- GLA spleen mod: 5%
- GAA inh: x
- KDM4E inh: u
- GAA glycogen mod: 8%
- SMN2 splice up: x

# The list continues.
SMILES,ALDH1A1 inh,aGlu spleen mod,RGS12 GoLoco inh,GLA spleen mod,GAA inh,KDM4E inh,GAA glycogen mod,SMN2 splice up
CCO[C@@H]1OC(C(=O)N2CCN(C)CC2)=C[C@H](C(C)(C)C)[C@H]1CCCO,5%,-4%,6%,7%,x,5%,16%,x
O=C(NNS(=O)(=O)c1ccccc1[N+](=O)[O-])c1cccc([N+](=O)[O-])c1,-12%,11%,-4%,5%,-5%,9%,0%,9%
Cc1ccc(C(=O)N2CCn3c(C)ccc3C2C)cc1 (stereo not given),u,-21%,72%[activator],5%,0%,u,u,-23%
COc1ccc(S(=O)(=O)N(C)CC(=O)Nc2ccc3c(c2)OCCO3)cc1OC,u,-4%,5%,4%,2%,6%,0%,u
Cc1ccc(S(=O)(=O)N2CCOCC2)cc1C(=O)N1CCN(S(=O)(=O)c2cccs2)CC1,x,-2%,6%,-1%,x,6%,-10%,x
Cc1ccc(O)c(-c2cc(C(F)(F)C(F)F)[nH]n2)c1,17%,0%,1%,5%,-5%,-10%,-1%,-3%
Cc1ccc(-n2ncc3c(=O)[nH]c(SC(C)C)nc32)cc1,7%,-2%,-10%,-1%,-1%,0%,-2%,-14%
COc1ccc(CC(=O)NNC(=O)c2c(-c3ccccc3Cl)noc2C)cc1OC,x,9%,6%,-1%,x,8%,4%,x
CCCCN(CCCC)S(=O)(=O)c1ccc(C(=O)Nc2nnc(CSC)o2)cc1,9%,2%,7%,2%,-3%,u,2%,-43%[inhibitor]
COC(=O)C1(Cc2ccccc2)NC(c2ccc(F)cc2)C2C(=O)N(C)C(=O)C21 (stereo not given),1%,0%,-3%,-24%,-6%,6%,3%,-5%
Cc1cccc2nc(C(F)(F)F)nc(=O)n12,u,0%,0%,0%,4%,u,9%,-7%
CN1CCc2c(sc3c2c(=O)n(-c2ccc(Cl)cc2)c2nncn32)C1,u,-3%,2%,-5%,0%,u,15%,17%
COc1ccc(C2=CC(=O)C=CC2=O)cc1,x,-2%,3.5µM*,-4%,3%[15.4 µM],14µM*,-22%,x
COc1ccc2nc(NC(=O)CSc3nc4cccnc4n3C)sc2c1,-1%,-10%,17%,-5%,6%,u,9%,-43%[inhibitor]
CCOC(=O)NC(C(F)(F)F)(C(F)(F)F)P(=O)(c1ccccc1)c1ccccc1,-3%,1%,x,-6%,u,u,-6%,x
COc1ccc(-c2nc3cnc(N4CCOCC4)nc3n(-c3ccc(OC)cc3)c2=O)cc1,u,3%,7%,22%,x,x,x,x
CCCCCCC(=O)Nc1nc(C)c(-c2csc(Nc3cc(Cl)ccc3C)n2)s1,u,-18%,25%,4%,-3%,-5%,-17%,-18%
O=C(NCC1CCCO1)/C(=C\c1ccco1)NC(=O)c1ccc(Cl)cc1 (stereo not given),u,2%,2%,2%,10%,3%,4%,-1%
CCOC(=O)c1c(-n2c(C)cc(C=O)c2C)sc2c1CCCC2,u,-1%,6%,4%,u,0%,-12%,-25%
CCOC(=O)C1(Cc2ccc(OC)cc2)CCN(C(=O)c2cc3ccccc3[nH]2)CC1,u,2%,2%,-3%,-11%,u,-16%,19%
CCNC(=O)CCS(=O)(=O)c1ccc2ccccc2c1,u,1%,8%,1%,-5%,u,3%,2%
CCCc1nc2ccccc2c(C(=O)OCC(=O)NCc2ccco2)c1CC,4%,-2%,-8%,3%,0%,10%,-4%,-7%
N#Cc1c2n(c(=S)n(-c3ccc(OC(F)F)cc3)c1=O)CCCCC2,4%,0%,10%,4%,3%,-11%,-7%,-22%
O=C(O)CCC(=O)NN1C(=O)c2ccccc2NC1c1ccc(F)cc1 (stereo not given),x,0%,7%,12%,x,u,-1%,x
Cn1c(SCC2CCCO2)nnc1-c1cccc([N+](=O)[O-])c1 (stereo not given),u,5%,-1%,0%,3%,10%,-6%,x

# Some values from the results shown.
# COc1ccc(CC(=O)NNC(=O)c2c(-c3ccccc3Cl)noc2C)cc1OC @ RGS12 GoLoco inh = 6%
# Cn1c(SCC2CCCO2)nnc1-c1cccc([N+](=O)[O-])c1 (stereo not given) @ GLA spleen mod = 0%
# CCCc1nc2ccccc2c(C(=O)OCC(=O)NCc2ccco2)c1CC @ ALDH1A1 inh = 4%
# Cc1cccc2nc(C(F)(F)F)nc(=O)n12 @ GAA inh = 4%

# An excerpt from above in order of their number in RGS12 GoLoco inh, highest first.
Compound	ALDH1A1 inh	aGlu spleen mod	RGS12 GoLoco inh	GAA inh	KDM4E inh	GAA glycogen mod	SMN2 splice up
COc1ccc2nc(NC(=O)CSc3nc4cccnc4n3C)sc2c1	-1%	-10%	17%	6%	u	9%	-43%[inhibitor]
CCO[C@@H]1OC(C(=O)N2CCN(C)CC2)=C[C@H](C(C)(C)C)[C@H]1CCCO	5%	-4%	6%	x	5%	16%	x
O=C(NNS(=O)(=O)c1ccccc1[N+](=O)[O-])c1cccc([N+](=O)[O-])c1	-12%	11%	-4%	-5%	9%	0%	9%
